Screening results from PubChem.
RECQ1 inh: blocks DNA unwinding by human RECQ1. P46063. RECQ1 DNA unwinding, red fluorescence kinetic read. Potency, µM (top dose mostly 57.3 µM), inactives show at the highest dose activity, negative = inhibition, actives largely listed as inhibitors. 240,000 compounds, 0.54% hits;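 also: plate controls were vehicle for no effect and no enzyme for full effect; nearly all actives have a fitted effect of over 30% in size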
Target sequence (P46063 whole entry, looked up): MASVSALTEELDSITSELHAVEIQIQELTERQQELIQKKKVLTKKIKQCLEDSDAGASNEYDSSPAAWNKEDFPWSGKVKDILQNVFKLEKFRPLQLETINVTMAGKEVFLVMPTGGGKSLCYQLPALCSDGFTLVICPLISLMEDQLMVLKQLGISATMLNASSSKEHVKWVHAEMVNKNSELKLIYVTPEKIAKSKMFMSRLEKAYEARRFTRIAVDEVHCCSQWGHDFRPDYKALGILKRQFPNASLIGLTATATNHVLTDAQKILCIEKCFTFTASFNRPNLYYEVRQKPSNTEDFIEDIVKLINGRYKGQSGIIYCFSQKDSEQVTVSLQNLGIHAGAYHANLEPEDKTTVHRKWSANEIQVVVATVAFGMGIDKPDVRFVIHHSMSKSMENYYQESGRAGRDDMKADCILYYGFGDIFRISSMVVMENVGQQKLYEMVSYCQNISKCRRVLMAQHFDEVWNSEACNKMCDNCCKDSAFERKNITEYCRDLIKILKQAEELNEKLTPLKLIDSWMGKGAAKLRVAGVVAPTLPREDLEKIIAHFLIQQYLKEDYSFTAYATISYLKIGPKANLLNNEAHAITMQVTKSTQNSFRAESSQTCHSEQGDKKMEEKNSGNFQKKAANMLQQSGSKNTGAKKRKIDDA
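RECQ1T1 50 nM; forked duplex (20 bp + 30-nt ss tails) 200 nM, ATP 2 mM final; pH 8.0, 2 mM MgCl2, 2.5 ug/ml poly(dI-dC); 15 min compound preincubation; discontinuous kinetic read over 2 h at RT.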
JMJD2E inh: blocks human JMJD2E demethylase activity; JMJD2E catalytic domain, FDH-coupled NADH fluorescence (FDH is formaldehyde dehydrogenase); Potency, µM (series often up to 57.1 µM), for the others: at the top dose activity change, negative = inhibition, hits mostly inhibitors; 230,000 compounds, 1.6% hits; active = well fitted inhibition curve with a large enough effect, not every such curve was filed as active; inconclusive = small, poorly fitted or top-dose-only effect, or another doubt; inactive = no such curve, though single readings can be large or run the other way;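 also: 0% = wells with enzyme and -100% = buffer wells without enzyme; nearly all actives have a fitted effect of over 50% in size; many of its hits are not listed in these tables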
Target sequence (B2RXH2 1-337 limits assumed): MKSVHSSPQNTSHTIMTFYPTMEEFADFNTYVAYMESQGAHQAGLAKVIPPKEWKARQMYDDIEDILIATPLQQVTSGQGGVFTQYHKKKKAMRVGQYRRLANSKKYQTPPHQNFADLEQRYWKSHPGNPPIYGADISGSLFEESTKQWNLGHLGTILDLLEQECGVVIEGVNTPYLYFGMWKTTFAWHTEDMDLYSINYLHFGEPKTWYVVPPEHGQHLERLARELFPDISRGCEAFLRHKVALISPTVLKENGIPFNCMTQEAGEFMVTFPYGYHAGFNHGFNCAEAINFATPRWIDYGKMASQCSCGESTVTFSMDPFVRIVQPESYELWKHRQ
Tau ThT inhib: tau fibrillization inhibition (ThT binding). P10636. recombinant tau K18 P301L, heparin-induced fibrillization, ThT fluorescence. Potency, µM (doses to about 57.4 µM), for the others: at the top dose activity, negative = inhibition, actives largely listed as inhibitors. 270,000 compounds, 2.1% hits. AID 1460; also: nearly all actives have a fitted effect of over 55% in size
Target sequence (P10636 561-689 P618L limits assumed): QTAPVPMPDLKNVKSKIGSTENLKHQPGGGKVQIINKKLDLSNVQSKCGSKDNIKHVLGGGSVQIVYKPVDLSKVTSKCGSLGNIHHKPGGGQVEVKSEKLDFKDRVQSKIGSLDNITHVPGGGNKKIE
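Using a mix of unlabeled (15 uM) and Alexa 594-labeled (0.24 uM) tau K18 P301L, heparin-triggered fibrillization over 6 hr at 37 C was scored by ThT fluorescence.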
TRb SRC2 PPI: TRbeta-SRC2 interaction inhibition. P10828. Potency, µM (highest dose often 106 µM), without a hit: at the top dose activity change, negative = inhibition, actives largely listed as inhibitors. TRbeta-SRC2 peptide binding, fluorescence polarization; receptor liganded with 1 µM T3. 280,000 compounds, 0.065% hits;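 also: plate controls were bound peptide for no effect and peptide without receptor for full effect; nearly all actives have a fitted effect of over 50% in size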
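Human TRb ligand-binding domain (0.6 uM) is mixed with 20 nM Texas Red SRC2 peptide and 1 uM T3; after compound addition and 5 hr at ambient temperature, polarization is measured and normalized to unbound and bound controls.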
TR SRC2 fluor cs: alters Texas Red total fluorescence, flagging assay interference; AID 1479; Potency, µM (top dose mostly 106 µM), for the others: top-dose fluorescence change, negative = quenching; TRb/SRC2 Texas Red total fluorescence interference; 280,000 compounds, 0.29% hits; active = well fitted curve in either direction with a large enough effect; inconclusive = small, poorly fitted or top-dose-only effect
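Flags fluorescent or light-absorbing compounds by total fluorescence, S + 2P, at 555 nm excitation and 632 nm emission. Mixture: 20 nM Texas Red SRC2 peptide, 0.6 uM human TRb LBD, 1 uM T3, 5% DMSO; compound exposure 5 h at ambient temperature.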
Tau fibril FP: inhibitors of human tau fibril formation; P10636; K18 P301L tau heparin fibrillization, Alexa594 FP, 6 h; Potency, µM (top dose mostly 57.7 µM), for the others: top-dose activity, negative = inhibition, most hits filed as inhibitors; 280,000 compounds, 0.39% hits; also: nearly all actives have a fitted effect of over 55% in size
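K18 P301L tau (15 uM unlabeled/0.24 uM Alexa 594-labeled, final) + compound + heparin 20 uM final; 100 mM NaOAc pH 7; 6 hr 37 C; ThT 30 uM final added, 1 hr RT; FP ex 555/em 632 nm.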
L3MBTL1 inh: inhibitors of human L3MBTL1; Q9Y468; AlphaScreen L3MBTL1–H3K9me1 peptide binding; Potency, µM (top dose mostly 57.1 µM), for the others: at the highest dose activity, negative = inhibition, actives largely listed as inhibitors; 230,000 compounds, 0.66% hits; also: nearly all actives have a fitted effect of over 60% in size
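Displacement of a biotinylated histone H3(1-15) peptide monomethylated at Lys9 (75 nM) from L3MBTL1 (50 nM) was measured by AlphaScreen after a 30 min room-temperature compound incubation; cefsulodin titration served as intraplate control.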
RGS12 GoLoco inh: inhibitors of human Gai1-RGS12 GoLoco interaction (red fluorophore); P63096; Gai1:RGS12 GoLoco peptide FP, rhodamine, 10 min; Potency, µM (titrated, usually from 61.6 µM), without a hit: at the highest dose activity, negative = inhibition, hits mostly inhibitors; 230,000 compounds, 0.44% hits; AID 880; active = well fitted inhibition curve with a large enough effect, not every such curve was filed as active; inactive = no such curve, though single readings can be large or run the other way; also: nearly all actives have a fitted effect of over 30% in size; many of its hits are not listed in these tables
* marks the source's active call; other numbers are inactive results; i = inactive; ? = inconclusive; · = not tested or not shown; [ ] = another dose, or the depositor's remark. Unless noted, calls follow the shape of the dose curve; as a rule, active = well fitted curve in the direction sought with a large enough effect; inconclusive = small, poorly fitted or top-dose-only effect, or another doubt; inactive = no such curve, though single readings can be large; an effect the other way counts as inactive or inconclusive. Unless noted, % is scaled to controls: 0 for no effect and ±100 for the full control effect; potency is read from the fitted curve at half-maximal effect.

SMILES | RECQ1 inh | JMJD2E inh | Tau ThT inhib | TRb SRC2 PPI | TR SRC2 fluor cs | Tau fibril FP | L3MBTL1 inh | RGS12 GoLoco inh
Cc1ccc(S(=O)(=O)N2CCN(C(=O)C3CCCCC3)CC2)cc1 | -8.1% | 3.8% | -2.6% | 2.2% | -0.3% | 7.4% | 9.4% | 7.1%
O=C(O)CSc1ncnc2sc3c(c12)CCCC3 | i | 5.6% | -8.1% | -5.0% | -3.3% | -3.8% | 18.4% | 11.9%
COc1cccc(-c2ccc(C#N)c(=O)[nH]2)c1 | 6.3% | ? | 1.4% | 0.3% | 0.7% | 5.2% | 36.4%[activator] | 10.3%
CC(=O)Nc1ccc(N/C(C)=C/C(=O)c2cccnc2)cc1 | -14.2% | -1.7% | ? | -2.4% | 1.1% | 9.0% | -5.9% | -0.1%
CSCC[C@H](NC(=O)NCc1ccc(F)cc1)C(=O)O | -2.6% | 9.6% | -8.4% | -9.6% | -0.1% | -5.9% | 2.5% | 7.5%
O=C(NCc1ccc(F)cc1)c1c2c(nc3ccccc13)CCC2 | ? | ? | -6.3% | 7.3% | -3.3% | 7.1% | ? | 16.9%
Cc1ccc(-n2nc3c(N4CCC(C(=O)N5CCCCC5)CC4)nnc(C)c3c2C)cc1 | · | · | -8.5% | 0.3% | -0.7% | -8.5% | · | ·
COc1ccc(C(=O)N/C(=C\c2cn(S(=O)(=O)N(C)C)c3ccccc23)C(=O)NCCCn2ccnc2)cc1 | · | · | -8.5% | -1.0% | -2.4% | 2.2% | · | ·
Cc1ccc(S(=O)(=O)N2CCN(c3nc(C(C)C)c4c(c3C#N)CC(C)(C)OC4)CC2)cc1 | -2.3% | ? | -13.9% | 0.9% | -1.2% | 6.6% | · | 10.7%
CC(C)(C)c1ccc(C(=O)NCCC(=O)NCc2ccco2)cc1 | -4.1% | 6.2% | ? | 1.3% | -14.4% | ? | -5.2% | 11.0%
NC1=NC(=O)C(Cc2cccc(Cl)c2)S1 (stereo unspecified) | -0.5% | -1.6% | 0.6% | -1.8% | -2.9% | 2.3% | 4.9% | -0.3%
Cc1ccc(C(=O)OCC(=O)NCCC2=CCCCC2)s1 | 0.3% | -6.3% | 1.6% | 5.0% | -0.8% | 3.9% | -2.0% | -0.1%
CCCCC(=O)NCc1ccccc1Cl | 10.8% | 3.3% | 2.5% | 3.8% | 0.7% | 0.3% | -8.2% | -29.5%
Cc1cccc(-[n+]2c(-c3cccc(Br)c3)[nH]c3nc4ccccc4nc32)c1 | 0.9% | 25.1µM* | ? | 1.2% | -4.7% | 0.5% | -4.5% | 0.7%
O=C(N/N=C/C=C/c1ccccc1)c1cnccn1 | -8.8% | 7.9% | -22.1% | 11.0% | -2.3% | -7.8% | · | 4.6%
CCCCOc1ccc(C(=O)NCCc2sc3nc(-c4ccc(OC)cc4)nn3c2C)cc1 | · | · | ? | -7.8% | -0.7% | -17.7% | · | ·
Cc1ccc(CSc2nnc(-c3cccc(S(=O)(=O)N4CCOCC4)c3)n2C2CCCC2)cc1 | -5.2% | -11.7% | -17.8% | 4.3% | -0.5% | 3.7% | -0.6% | 6.4%
COc1nc2ccc(C)cc2cc1-c1noc(-c2cccnc2)n1 | -12.2% | 10.5% | -10.7% | -5.9% | 0.4% | 2.7% | 12.1%[11.4 µM] | 2.8%
CCOC(=O)N1CCC(NS(=O)(=O)c2ccccc2)CC1 | -4.4% | 1.6% | -12.7% | -6.7% | 0.5% | -2.5% | -2.1% | 6.8%
Cc1cc(C)n(-c2nnc(C)c(=O)[nH]2)n1 | i | -12.1% | -3.2% | -12.8% | -0.3% | -7.5% | ? | -5.1%
CCn1c(NCc2ccc3c(c2)OCO3)nc2ccccc21 | -6.7% | 3.1% | -9.8% | 1.1% | 1.8% | -1.2% | -5.7% | 6.2%
O=C(NCc1ccncc1)c1nc(-c2cccs2)no1 | i | 4.8% | 0.6% | -3.9% | -2.0% | -0.8% | 2.5% | 1.6%
O=[N+]([O-])c1cccnc1SCc1c(F)cccc1Cl | -2.5% | 0.6% | -14.1% | 9.6% | -3.4% | -8.7% | -19.1% | -4.8%
COCCn1c(C(=O)N2CCCC2)cc2c1C[C@H]1CN(C(=O)c3ccccc3)[C@@](Cc3ccccc3)(C(=O)OC)[C@@H]21 | i | -0.7% | -6.4% | -1.6% | -0.2% | 6.9% | · | 0.2%
COc1ccc(N=Cc2cc(Cl)ccc2O)cc1Cl | -12.5% | 3.8% | ? | 3.6% | 0.8% | -7.3% | · | 16.8%
Cc1ccc(S(=O)(=O)N(C)c2ccc(NS(C)(=O)=O)cc2)cc1 | -11.4% | 0.7% | 7.2% | 3.7% | -0.4% | -5.9% | · | -0.3%
Cn1c(=O)c2c(SCC(=O)c3ccccc3)nc(C3CC3)nc2n(C)c1=O | -5.5% | -3.7% | -3.6% | -8.0% | 0.6% | -3.1% | · | 3.7%
Cc1ccc(CNC(=O)Cc2ccc(-c3ccccc3)cc2)cc1 | i | -0.4% | 2.1% | -15.4%[53 µM] | 3.3%[53 µM] | -10.3% | -1.3% | 1.3%
CCN(CC)Cc1c(NC(=O)c2ccc(OC)cc2)sc2c1CCCC2 | · | · | ? | 2.9% | -14.3% | 8.8% | · | ·
Cc1ccc(OCCOc2cccc(Br)c2)c([N+](=O)[O-])n1 | -5.7% | -7.4% | ? | -9.3% | -2.8% | -1.2% | 1.3% | -2.6%
O=C1c2cccc3cc([N+](=O)[O-])cc(c23)C(=O)N1CCN1CCCC1 | ? | ? | · | 1.3% | -2.1% | 13.1% | · | 0.8%
Cc1ccc(Sc2ccc(N)cn2)cc1 | i | -18.4% | -1.7% | -1.7% | 0.0% | 6.4% | -13.4% | 4.2%
O=C(Nc1ccccc1C(=O)NC(Cc1c[nH]c2ccccc12)C(=O)O)c1ccco1 (stereo unspecified) | i | -8.4% | -13.0% | -2.4% | 0.0% | 8.1% | -4.5% | -0.2%
CN(Cc1ccccc1)C(=O)COC(=O)CCNC(=O)c1ccccc1Cl | -4.5% | 7.2% | -0.3% | 2.1% | -5.8% | 7.0% | · | 4.6%
COc1ccc(-c2nc3ccccc3o2)cc1NC(=O)c1ccc(-c2cccc(Cl)c2C)o1 | · | · | ? | -6.1% | -1.9% | 2.6% | · | ·
CCCc1nnc(SCC(=O)N2C(C)CCCC2C)n1CCCOC (stereo unspecified) | -1.0% | 5.4% | -9.3% | 2.2% | 1.9% | -4.4% | -3.5% | 11.6%

One compound at a time (already shown).
Cc1ccc(S(=O)(=O)N(C)c2ccc(NS(C)(=O)=O)cc2)cc1 reads RECQ1 inh = -11.4%; JMJD2E inh = 0.7%; Tau ThT inhib = 7.2%; TRb SRC2 PPI = 3.7%; TR SRC2 fluor cs = -0.4%; Tau fibril FP = -5.9%; L3MBTL1 inh = ·; RGS12 GoLoco inh = -0.3%
CCCc1nnc(SCC(=O)N2C(C)CCCC2C)n1CCCOC (stereo unspecified) reads RECQ1 inh = -1.0%; JMJD2E inh = 5.4%; Tau ThT inhib = -9.3%; TRb SRC2 PPI = 2.2%; TR SRC2 fluor cs = 1.9%; Tau fibril FP = -4.4%; L3MBTL1 inh = -3.5%; RGS12 GoLoco inh = 11.6%

Carrying on.
SMILES | RECQ1 inh | JMJD2E inh | Tau ThT inhib | TRb SRC2 PPI | TR SRC2 fluor cs | Tau fibril FP | L3MBTL1 inh | RGS12 GoLoco inh
COc1ccc(C2CC(c3ccccc3)=NN2C(=O)COC(=O)c2cccnc2Cl)cc1 (stereo unspecified) | -13.6% | 0.4% | 4.8% | -2.0% | -7.2% | -0.4% | 22.1% | -3.2%
Cc1cc(O)c(C(c2ccc(F)cc2)N2CCN(c3ccccc3)CC2)c(=O)n1Cc1ccco1 (stereo unspecified) | · | · | -13.6% | 0.8% | -1.2% | 2.0% | · | ·
Cc1c(NC(=O)C2CCCN2S(=O)(=O)c2ccccc2)c(=O)n(-c2ccccc2)n1C (stereo unspecified) | -1.9% | -5.6% | 7.1% | 5.2% | 2.9% | -6.8% | -12.2% | -5.4%
COC(=O)c1ccc(C)c(NC(=O)CCSc2ccccc2)c1 | -2.8% | 1.1% | 7.9% | -5.0% | -4.1% | 3.6% | 38.9%[activator] | -11.8%
Cc1cccc(CSc2nnc(N)n2-c2ccccc2)c1 | -9.0% | 14.2% | -7.8% | 7.0% | -6.5% | -4.3% | 0.2% | 7.5%
CC1CCCCN1CC(=O)Nc1sc2c(c1C#N)CCC2 (stereo unspecified) | -29.7% | ? | -1.4% | -4.3% | -2.4% | 3.3% | -14.6% | 32.7%[activator]
O=C(Nc1nccs1)C(F)(F)C(F)(F)C(F)(F)C(=O)Nc1nccs1 | i | -1.9% | ? | -2.1% | -5.6% | -8.8% | · | 53.0%[activator]
Cc1sc2c3ccsc3ccc2[n+]1C | -5.7% | 25.1µM* | 25.1µM* | 5.2% | -1.1% | 20µM* | · | -4.9%
NC(=O)CC(NC(=O)c1ccccc1)c1ccc(NC2CCCCC2)c([N+](=O)[O-])c1 (stereo unspecified) | 26.2% | -5.6% | ? | 0.7% | -1.2% | 2.4% | · | 6.0%
CS(=O)(=O)N1CCC(C(=O)Nc2cccc(Cl)c2)CC1 | 12.4% | 8.1% | -8.4% | -6.3% | 2.3% | -1.1% | -22.7% | -26.4%
O=c1c2nnn(-c3ccccc3)c2ncn1C/C=C/c1ccccc1 | -7.9% | 3.5% | -7.9% | 2.2% | -2.0% | -12.8% | 5.1% | 1.3%
CCN(CC)c1ccc(/C=N/N(c2ccccc2)c2ccccc2)c(O)c1 | -12.2% | -24.3% | ? | 3.9% | 0.5% | 7.1% | -25.2% | 70.7%[activator]
N#Cc1c(C(F)(F)F)cc(-c2cccs2)nc1SCc1ccc(F)cc1 | · | · | -17.3% | -1.7% | 1.9% | ? | · | ·
CCCOc1ccc(C2c3c(oc4cc(C)c(C)cc4c3=O)C(=O)N2CCCN(C)C)cc1OCC (stereo unspecified) | -18.6% | -16.2% | -9.0% | 9.9% | -1.3% | -4.3% | -1.1% | -12.1%
CCN1C(=O)/C(=C2/C=Cc3ccccc3N2CC)SC1=S | -5.4% | -4.8% | 12.6µM* | -1.8% | -3.5% | 11.3% | · | -22.6%
CCCCc1nn2c(=O)cc(COC(=O)c3ccc(NC(=O)c4cccc(OC)c4)cc3)nc2s1 | · | · | -3.7% | 2.9% | 0.6% | 2.5% | · | ·

The list is partial; the hit share may differ from the screen's.
